Compound activity: PubChem, Sanford-Burnham Center for Chemical Genomics
697 NFkB inh: inhibitors of the PMA/ionomycin-induced NF-kB reporter in 697 B cells; 697 B-cell NF-kB luciferase reporter, 16 h; inhibition, % at 4 µM; actives 0.33% (n = 330,000); AID 435022; in the data active = inhibition above about 35%
APJ agonist: activates the human apelin receptor APJ; P35414; activation, % at 20 µM; actives 0.11% (n = 330,000); CHO-K1 APJ PathHunter beta-arrestin, luminescence; 0% DMSO wells, 100% apelin; AID 2520;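 active = activation more than six SD over the plate average, tested at 20 µM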;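 note: 0% = DMSO alone and 100% = apelin-13 at 10 nM; some results filed as inactive read as strong as hits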
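Test system: CHO-K1 APJ beta-arrestin complementation cell line. Amount: cell density 1000 per well. Controls: DMSO negative, 10 nM Apelin-13 positive. Signal: luminescent beta-gal fragment complementation, chemiluminescent substrate. Read-out basis: agonist-driven arrestin binding to APJ. Timing: compound stimulation 90 min at 25 °C, detection 60 min.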
Mdm2 MdmX PPI: human Mdm2/MdmX binding inhibition. O15151+Q00987. SaOS-2 split-luciferase Mdm2/MdmX complementation, luminescence. inhibition, % at 8 µM. actives 3% (n = 330,000). AID 485346;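 active = inhibition of at least 50% at 8 µM in the primary screen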
Target sequence (O15151 whole entry, looked up): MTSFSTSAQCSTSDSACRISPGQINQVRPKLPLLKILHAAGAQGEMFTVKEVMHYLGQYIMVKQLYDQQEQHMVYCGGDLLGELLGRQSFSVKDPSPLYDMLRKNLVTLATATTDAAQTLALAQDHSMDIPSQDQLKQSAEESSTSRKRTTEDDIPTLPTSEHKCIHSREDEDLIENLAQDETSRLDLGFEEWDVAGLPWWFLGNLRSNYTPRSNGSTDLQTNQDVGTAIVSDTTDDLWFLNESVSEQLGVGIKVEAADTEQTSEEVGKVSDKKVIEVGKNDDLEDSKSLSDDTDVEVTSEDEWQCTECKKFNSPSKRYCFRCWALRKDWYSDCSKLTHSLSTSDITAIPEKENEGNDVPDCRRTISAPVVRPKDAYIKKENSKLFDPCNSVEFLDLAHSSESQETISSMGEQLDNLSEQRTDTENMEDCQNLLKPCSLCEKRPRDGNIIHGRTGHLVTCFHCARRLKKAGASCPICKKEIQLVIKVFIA
Target sequence (Q00987 whole entry, looked up): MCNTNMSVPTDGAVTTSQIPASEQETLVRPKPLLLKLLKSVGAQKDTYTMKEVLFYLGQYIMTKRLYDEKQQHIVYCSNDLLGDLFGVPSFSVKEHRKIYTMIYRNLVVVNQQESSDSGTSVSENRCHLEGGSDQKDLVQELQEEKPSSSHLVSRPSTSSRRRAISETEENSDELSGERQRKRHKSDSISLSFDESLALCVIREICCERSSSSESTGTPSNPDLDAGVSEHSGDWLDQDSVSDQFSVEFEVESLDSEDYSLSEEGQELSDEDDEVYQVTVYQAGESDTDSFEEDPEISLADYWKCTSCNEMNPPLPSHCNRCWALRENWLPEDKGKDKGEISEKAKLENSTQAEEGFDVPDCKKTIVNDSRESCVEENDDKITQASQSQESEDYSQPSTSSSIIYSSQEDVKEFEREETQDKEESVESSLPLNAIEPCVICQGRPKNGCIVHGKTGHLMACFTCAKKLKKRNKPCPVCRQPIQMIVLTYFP
XBP1 UPR activ: adaptive UPR (XBP1) activation | AID 463104 | CHO-XBP1 luciferase reporter, IRE1-XBP1 UPR activation, luminescence; percent of tunicamycin response, DMSO as zero | actives 0.33% (n = 330,000) | activation, % at 20 µM;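 active = versus positive control, 20 µM dose yields 30% or more activation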;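 note: 100% = tunicamycin at 10 µg/mL and 0% = DMSO only wells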
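Material: CHO cell line with stable XBP1 luciferase reporter; schedule: 16-18 h cell attachment at 37 °C, then 6 h compound exposure; signal: glow luminescence from Steady-Glo reagent; medium: serum-containing F12 medium, 10% FBS; benchmarks: tunicamycin 10 µg/mL and vehicle-only wells; read-out: percent activation relative to tunicamycin reference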
tim23-1 inh: growth inhibitors of tim23-1 mutant yeast | inhibition, % at 20 µM | AID 463212 | actives 1.3% (n = 330,000) | S. cerevisiae tim23-1 growth, BacTiter-Glo luminescence, 24 h;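 active = growth inhibition of the mutant yeast at or above 50%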;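 note: temperature-sensitive mutant grown at 25 °C; plate controls were DMSO-treated mutant yeast for no effect and medium wells lacking yeast for full effect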
UPR CHOP act: apoptotic UPR (CHOP) activation; activation, % at 10 µM; CHO-CHOP luciferase reporter, luminescence; percent of tunicamycin response over DMSO baseline; actives 0.34% (n = 330,000);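 active = at 10 µM dose, activation of 40% or more, normalized to positive control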;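 note: 100% = tunicamycin at 10 µg/mL and 0% = DMSO alone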
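Material: CHO-CHOP cells, stable luciferase reporter of PERK-eIF2a-CHOP signalling; quantity: 500 reporter cells seeded per well; buffer or medium: F12 medium containing 10% fetal bovine serum; compound: one dose, 10 µM in 0.5% DMSO; incubation: 6 h compound treatment, 37 °C; measured by: Steady-Glo luciferase luminescence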
Jurkat NFkB inh: inhibitors of the PMA/ionomycin-induced NF-kB reporter in Jurkat cells; PMA/ionomycin-induced NF-kB luciferase reporter, luminescence; inhibition, % at 4 µM; actives 0.53% (n = 330,000); AID 435003; in the data active = inhibition above about 50%
APJ antag: APJ receptor antagonism | P35414 | CHO-K1 APJ beta-arrestin complementation, luminescence | inhibition, % at 20 µM | actives 0.32% (n = 330,000) | AID 2521;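 active = inhibition above about 40% at 20 µM, limit read from the data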;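 note: cells challenged with 10 nM apelin-13 agonist together with compound; plate controls were apelin-13 plus DMSO wells for no effect and DMSO wells lacking apelin-13 for full effect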
* marks the source's active call; other numbers are inactive results.

SMILES | 697 NFkB inh | APJ agonist | Mdm2 MdmX PPI | XBP1 UPR activ | tim23-1 inh | UPR CHOP act | Jurkat NFkB inh | APJ antag
CCN(CC)CCNC(=O)c1ccc(NC(=O)c2ccc(Cl)c(S(=O)(=O)N3CCCCCC3)c2)cc1 | -59 | -1 | 94* | 1 | 1 | 1.7 | 16 | 16
COC(=O)N/N=C\c1cc2c(cc1Br)OCO2 | -3 | 0 | 5 | -2 | 11 | 0.8 | -15 | 6
Cc1cc(N2C(=O)c3ccc(C(=O)Nc4ccc(CC(=O)O)cc4)cc3C2=O)no1 | 6 | -6 | 0 | -4 | 2 | -0.1 | -2 | -18
Cc1ccc(S(=O)(=O)NNC(=O)c2sc(NS(=O)(=O)c3ccccc3)nc2C)cc1 | 6 | 2 | 16 | 1 | 9 | 1.0 | -1 | 8
CC(=O)Nc1ccccc1C(=O)C(=O)Nc1ccc(C(=O)NCC2CCCO2)cc1 (configuration not stated) | 23 | -2 | -3 | -4 | 7 | 2.6 | -17 | -6
Cc1ccc(-c2noc(CCC(=O)NCC3CCCO3)n2)cc1 (configuration not stated) | 19 | -5 | 9 | -1 | -2 | 2.0 | 15 | 0
Cc1ccc(C)c(/C=C(\C(=O)O)c2ccc(S(=O)(=O)N3CCCCC3)s2)c1 | 9 | -3 | -14 | -2 | 16 | -0.6 | 10 | -3
O=C(/C=C/c1ccc(Br)cc1)c1ccc(NC2=NCCCS2)cc1 | -9 | -6 | 101* | 14 | 37 | 3.3 | 9 | 8
CCN(CC(=O)Nc1c(F)cccc1F)C(=O)CCOc1ccccc1 | -1 | 2 | 18 | -1 | 8 | -1.3 | 4 | 18
O=C(Cn1c(=O)[nH]c2ccccc2c1=O)Nc1ccc2c(c1)OCO2 | -17 | 7 | 2 | -5 | 17 | 0.5 | 4 | 0
CCOc1ccccc1C1C(C#N)=C(N)Oc2cc(C)n(C)c(=O)c21 (configuration not stated) | 28 | -4 | 8 | 0 | 8 | 2.3 | 5 | 23
CCOC(=O)c1sc(NC(=O)CSc2nnc(C(C)C)n2CC)nc1C | -37 | -21 | 3 | 0 | 10 | 0.0 | -3 | 15
CCc1ccc(NC(=O)C2CCN(S(=O)(=O)c3ccc4c(c3)NC(=O)CO4)CC2)cc1 | 7 | -3 | 26 | -3 | 10 | -2.2 | -2 | -13
O=C(Nc1cccc(S(=O)(=O)N2CCCCC2)c1)c1c2c(nc3ccccc13)CCN(Cc1ccccc1)C2 | -11 | -3 | 1 | -2 | 15 | -0.6 | -2 | -7
COc1ccc(NC(=O)Cn2ccc(C(F)(F)F)n2)cc1S(=O)(=O)N1CCOCC1 | -7 | 2 | -11 | -1 | 3 | -0.5 | -6 | 2
CCOC(=O)C1(Cc2ccc(Cl)cc2)CCN(C(=O)c2cnc(C)cn2)CC1 | 10 | -1 | -4 | -2 | 31 | -0.8 | 5 | -4
NS(=O)(=O)c1ccc(CNC(=O)Cc2ccc(S(=O)(=O)N3CCOCC3)s2)cc1 | -1 | -4 | 21 | -2 | -13 | -1.6 | -11 | -43
O=C(Nc1ccc(S(=O)(=O)N2CCC(C(=O)NC3CCCCC3)CC2)cc1)c1ccco1 | 6 | -5 | -1 | 1 | 5 | -0.2 | 7 | -5
CC(NC(=O)c1cc(=O)[nH]c2ccccc12)c1ccccc1 (configuration not stated) | 10 | 2 | -16 | -4 | 6 | 0.2 | 5 | -12
Cc1nc2ccccn2c1/C(O)=C1\C(=O)C(=O)N(CCN2CCOCC2)C1c1cccnc1 (configuration not stated) | -41 | 2 | 11 | -3 | 2 | -1.2 | -14 | 9
COc1ccc(/C=C/C(=O)NCCCNC(=O)/C=C/c2ccc(OC)c(OC)c2)cc1OC | 21 | -3 | 12 | -1 | 5 | 1.3 | 8 | 16
CCc1ccc(/C(C)=N/Nc2cc(Cl)nc(C)n2)cc1 | -24 | -4 | -41 | 4 | 15 | -0.8 | -21 | -9
OC1(c2ccc(Cl)cc2)CCN(Cc2nc(-c3cnccn3)no2)CC1 | 2 | -3 | 35 | -2 | 2 | 0.1 | 2 | -3
CCc1ccc2nc(Nc3ccc(OC)cc3OC)c(C#N)cc2c1 | 9 | -2 | -9 | 5 | 15 | -0.5 | -23 | -11
Cc1cc(C)c(-n2nnnc2SCC(=O)c2cccs2)c(C)c1 | 7 | -1 | -14 | 3 | 3 | 1.9 | 8 | -2
COc1ccc(NC(=O)c2cccc(NC(=O)c3ccccc3)c2)cc1 | -37 | 1 | -11 | 2 | 1 | 3.1 | -39 | 4
O=c1c2ccccc2nc2n1CCS2(=O)=O | 17 | 0 | 30 | -6 | 29 | 1.1 | 13 | 13
Cc1ccc2nc(-c3cccnc3)c(NC3CCCC3)n2c1 | -6 | -2 | 15 | 1 | 18 | 2.5 | 15 | -5
O=C(Cc1cn2ccsc2n1)OCc1nc2ccccc2s1 | 6 | 2 | 13 | -5 | 5 | -1.0 | -16 | -21
Cc1ccc(OCCCCN2CCC(C)CC2)c(Br)c1 | -20 | -1 | 19 | -3 | 4 | -1.4 | 14 | -1
CN(CC(=O)Nc1ccc(F)c(F)c1F)C(=O)C1=COCCO1 | -10 | 10 | 5 | 0 | 16 | 1.1 | 1 | -31
CC(OC(=O)CCN=C1NS(=O)(=O)c2ccccc21)C(=O)N(C)C1CCCCC1 (configuration not stated) | 9 | -3 | -4 | 3 | 11 | 0.9 | 26 | -8
COc1ccc(S(=O)(=O)N2CCc3ccccc32)cc1C(=O)NCc1ccco1 | 8 | 3 | -17 | 0 | 21 | -0.8 | -1 | 6
COc1ccc(CN2CCNC(=O)C2CC(=O)N(C)CCC2CCOCC2)cc1OC (configuration not stated) | 1 | -4 | 19 | -7 | 7 | -0.3 | 0 | -8
O=C(O)c1ccc(NCc2cccnc2)cc1 | 2 | 2 | 4 | 0 | -2 | 0.2 | 10 | 16
CCN(CC)C(=O)CSc1nnc(CCCCCNC(=O)OC(C)(C)C)o1 | 6 | -3 | 2 | 3 | 11 | -3.1 | 12 | 10
CS(=O)(=O)N(CC(=O)N1CCN(Cc2ccccc2)CC1)c1cccc(F)c1 | -23 | -2 | -10 | 2 | 5 | 0.0 | -6 | 9
CCOc1cc(CNCCSc2nnnn2C)cc(Br)c1OCc1ccccc1 | -42 | -1 | 30 | 0 | -11 | 0.2 | 8 | 10
COc1ccc(C)cc1N(C(=O)CNC(=O)c1ccco1)C(C(=O)NC1CCCC1)c1cccnc1 (configuration not stated) | -14 | 2 | -1 | 0 | 1 | -0.7 | 3 | 7
CCN(CC(=O)NCc1cccs1)C(=O)COc1cccc(C(F)(F)F)c1 | 11 | -2 | -12 | 1 | 17 | 0.2 | 5 | -18
CCCCNC(=O)CN(CCc1ccccc1)S(C)(=O)=O | -2 | -1 | -4 | -2 | 1 | 0.8 | -2 | -12
O=S(=O)(c1cc(Cl)ccc1Br)N1CCOCC1 | -12 | -5 | 21 | 2 | 4 | -1.2 | -6 | 1
C/C=C/c1ccc(OCCn2nnc3ccccc32)c(OC)c1 | -96 | 1 | -13 | -1 | 28 | 3.6 | -20 | 7
Cc1ccc(C(=O)N2CCOCC2)cc1S(=O)(=O)N1CCCC1 | 15 | 4 | -12 | -5 | -7 | 2.7 | 6 | -13
CCC(c1nnnn1Cc1ccco1)N(CCc1ccccc1)Cc1cc2ccc(OC)cc2[nH]c1=O (configuration not stated) | 11 | -2 | 44 | 1 | 27 | 0.6 | 2 | 12

Another view of some results above.
The line under a structure holds: 697 NFkB inh	APJ agonist	Mdm2 MdmX PPI	XBP1 UPR activ	tim23-1 inh	UPR CHOP act	Jurkat NFkB inh	APJ antag
> CCN(CC)C(=O)CSc1nnc(CCCCCNC(=O)OC(C)(C)C)o1
 : 6	-3	2	3	11	-3.1	12	10
> CCN(CC(=O)NCc1cccs1)C(=O)COc1cccc(C(F)(F)F)c1
 : 11	-2	-12	1	17	0.2	5	-18
> CCCCNC(=O)CN(CCc1ccccc1)S(C)(=O)=O
 : -2	-1	-4	-2	1	0.8	-2	-12
> CN(CC(=O)Nc1ccc(F)c(F)c1F)C(=O)C1=COCCO1
 : -10	10	5	0	16	1.1	1	-31
> Cc1ccc(C(=O)N2CCOCC2)cc1S(=O)(=O)N1CCCC1
 : 15	4	-12	-5	-7	2.7	6	-13

(next part)
SMILES | 697 NFkB inh | APJ agonist | Mdm2 MdmX PPI | XBP1 UPR activ | tim23-1 inh | UPR CHOP act | Jurkat NFkB inh | APJ antag
O=C1c2[nH]nc(-c3ccccc3O)c2C(c2ccccc2)N1Cc1ccco1 (configuration not stated) | -4 | -2 | 18 | 4 | 26 | 1.1 | 19 | -1
Cn1nc(C(=O)OCC(=O)Nc2ccc(S(N)(=O)=O)cc2)c2ccccc2c1=O | 9 | -2 | 1 | -5 | 8 | -2.7 | 1 | -2
COc1ccc(/C=N/Nc2nnc(Cc3ccc(OC)c(OC)c3)c(=O)[nH]2)cc1 | 4 | -3 | 23 | 15 | -3 | 3.9 | -6 | 10
c1ccc(-c2ccc(-c3[nH]ncc3CN3CCC(N4CCSCC4)CC3)cc2)cc1 | -14 | -4 | 10 | 6 | 22 | 2.4 | -27 | 8
Cc1ccc(NC(=O)CN(C)C(=O)CSc2nnc(C(F)(F)F)n2C)cc1 | 6 | -1 | 2 | -2 | 5 | 0.9 | 11 | -14
COc1ccc(S(=O)(=O)NCCSCc2cccs2)cc1 | 10 | -1 | 22 | 1 | 49 | 0.7 | 13 | 13
CCOC(=O)c1cnc(-n2nc(C)cc2C)nc1-n1nc(C)cc1C | 26 | -5 | 16 | -2 | 39 | -1.3 | 11 | 10
O=C(c1cc(F)ccc1F)C1CCCN(C(=O)CCN2CCCCO2)C1 (configuration not stated) | -1 | -2 | -29 | -1 | 6 | -2.1 | -21 | -9
CC(C)c1ccc(NC(=O)C(=O)C2C(=O)Nc3ccccc32)cc1 (configuration not stated) | -7 | -2 | 6 | 1 | 10 | 2.1 | 5 | 9
O=C(NCC(=O)N(CC1CCCO1)C(C(=O)NC1CCCC1)c1cccnc1)c1ccco1 (configuration not stated) | 11 | 0 | 24 | 2 | 5 | 0.1 | 4 | 13
CC1(C)CC(=O)C(C=NCCN2CCN(C(=S)Nc3ccc(F)cc3)CC2)=C(O)C1 | -3 | -1 | 4 | 0 | 2 | -1.6 | -5 | -9
Cc1ccc(S(=O)(=O)Cc2cc(F)c([N+](=O)[O-])cc2[N+](=O)[O-])cc1 | -29 | 6 | 3 | 33* | -8 | 10 | -29 | -28
COc1ccc(C(=O)COc2ncnc3cc(Cl)ccc23)cc1 | 1 | -2 | -7 | -1 | 8 | 3.0 | -6 | 7
COc1ccc(NC(=O)c2ccc(S(=O)(=O)N3CCOCC3)cc2)c(OC)c1 | 16 | 0 | -6 | 0 | 15 | -0.9 | 1 | 23
CC1(C)CC(=O)C2=C(C1)OC(c1ccncc1)C(C#N)=C2N (configuration not stated) | -9 | -3 | -4 | 0 | -11 | 11 | -6 | -32
Cc1cc(CNC(=O)c2ccc3c(c2)OCO3)c2ccccc2n1 | -18 | -2 | 19 | 3 | 4 | 0.1 | 26 | 4
N#C/C(C(=O)N1CCOCC1)=c1/s/c(=C\c2ccccn2)c(=O)n1-c1ccccc1 | -8 | -4 | -13 | -1 | -14 | 2.3 | -19 | 16
O=C1CCc2cc(S(=O)(=O)N3CCCCC3)cc3c2N1CCC3 | 1 | -2 | 31 | -3 | -11 | -0.7 | 3 | -8
